Statin myotox sup = suppressors of statin myotoxicity in C2C12 myotubes, primary screen, cell-based, single point, plate reader. AID 602340, 2012. C2C12 myotubes + simvastatin, ATP luminescence, 48 h; scaled: DMSO 0, geranylgeraniol control 100. actives 0.78% (n = 330,000). rescue of ATP level, % at 7.49 µM;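 active means mean ATP rescue above about 67%, or every replicate alone reaching that limit, limit read from the data, passing the limit was not always enough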;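 further: myotubes were challenged with 10 µM simvastatin during compound exposure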
SIRT5 inh = SIRT5 desuccinylase inhibitors, primary screen, biochemical, fluorescence imaging, single point, set 5. Purified SirT5, succinyl-peptide AMC, trypsin-coupled fluorescence. inhibition, % at 15 µM. AID 652115, 2013. actives 1.1% (n = 330,000). NAD-dependent protein deacylase sirtuin-5, mitochondrial (Homo sapiens), Q9NXA8; in the data active means inhibition above about 15%
Target sequence (Q9NXA8 whole entry, looked up): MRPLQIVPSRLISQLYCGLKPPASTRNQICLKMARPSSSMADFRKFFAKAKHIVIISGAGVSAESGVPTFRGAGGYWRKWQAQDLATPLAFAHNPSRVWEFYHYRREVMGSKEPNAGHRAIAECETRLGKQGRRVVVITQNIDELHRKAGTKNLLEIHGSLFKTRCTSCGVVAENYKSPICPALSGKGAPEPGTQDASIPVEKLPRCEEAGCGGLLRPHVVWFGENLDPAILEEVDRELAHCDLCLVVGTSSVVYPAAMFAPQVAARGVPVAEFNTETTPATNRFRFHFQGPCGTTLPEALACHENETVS
ERp5 inh = inhibitors of ERp5-driven insulin aggregation, primary screen, biochemical, turbidity, absorbance 650 nm, single point; 90 min; inhibition, % at 9.99 µM; actives 0.05% (n = 350,000); AID 651711, 2012;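 active means mean replicate inhibition above about 25%, with every replicate also reaching it, limit read from the data, passing the limit was not always enough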
Target sequence (Q15084 whole entry, looked up): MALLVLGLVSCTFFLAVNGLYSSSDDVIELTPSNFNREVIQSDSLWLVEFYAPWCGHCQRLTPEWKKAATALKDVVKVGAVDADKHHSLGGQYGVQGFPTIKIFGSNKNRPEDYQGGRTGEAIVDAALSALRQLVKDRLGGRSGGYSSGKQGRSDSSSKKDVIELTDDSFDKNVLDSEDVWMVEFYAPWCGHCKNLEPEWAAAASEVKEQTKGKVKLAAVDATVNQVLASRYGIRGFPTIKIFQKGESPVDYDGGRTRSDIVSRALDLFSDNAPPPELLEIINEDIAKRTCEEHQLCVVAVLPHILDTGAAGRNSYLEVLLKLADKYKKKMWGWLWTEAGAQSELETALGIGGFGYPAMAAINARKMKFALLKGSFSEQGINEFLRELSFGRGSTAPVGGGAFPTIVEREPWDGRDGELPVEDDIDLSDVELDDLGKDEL
miR-122 sensor = miR-122 Renilla sensor signal increase in Huh7, primary screen, miR-122 inhibitor project, cell-based, single point, plate reader; Huh7 miR-122 Renilla luciferase sensor, 48 h; neutral wells = 0, positive control = 100; activation (reporter increase), % at 12.5 µM; actives 0.3% (n = 340,000);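 active means mean replicate activation score at least 90 and every replicate individually at or above 90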;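 further: higher luciferase means less miR-122 activity so hits act as miR-122 inhibitors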
esBAF inh = Bmi1 luciferase reporter increase in mESCs, primary screen, esBAF inhibitor project, mouse ES cells, Bmi1 luciferase knock-in, single point; reporter increase, % at 12.5 µM; 24 h; 100% = twice the neutral-well signal; AID 602393, 2012; actives 2% (n = 350,000); in the data active means activation above about 40%;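 further: 0% = median of the plate's neutral control wells and 100% = double that signal; a rise in the Bmi1 reporter signal indicates esBAF inhibition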
ARNT TACC3 PPI = disruptors of ARNT/TACC3 protein interaction, primary screen, biochemical, AlphaScreen, single concentration; Transforming acidic coiled-coil-containing protein 3 (Homo sapiens), Q9Y6A5; AlphaScreen His-ARNT PAS-B/GST-TACC3 binding, luminescence; TACC3 fragment carries E629A point mutation; inhibition, % at 9.99 µM; actives 0.66% (n = 390,000); AID 623870, 2012;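 active means mean inhibition of replicates at least 50% and at least half of replicates each reaching 50%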;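 further: 0% = complete ARNT plus TACC3 wells and 100% = ARNT alone without TACC3; many hits fall short of the cut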
Cneo AK release = Cryptococcus neoformans cell lysis inducers, primary screen, AK release luminescence, single concentration; actives 0.2% (n = 360,000); C. neoformans lysis, adenylate kinase release luminescence, 4 h; normalised: neutral wells 0, clomiphene wells 100; lysis activity, % at 15 µM;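 active means mean lysis activity across replicates of at least 80%, whatever share of replicates individually reach that level; inactive means mean lysis activity below 80%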
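Material – Cryptococcus neoformans yeast cells · Quantity – 5 × 10^6 yeast cells/mL · Buffer or medium – YPD medium · Compound – single dose · Timing – 4 h static compound exposure, 37 °C, read 1 h post-reagent · Signal – adenylate kinase release luminescence · Read-out basis – lysis from increased AK signal · Benchmarks – Clomiphene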
* hit, by the source's call; . = not tested or not shown; [ ] = another dose, or the depositor's remark.

The line under a structure holds: Statin myotox sup, SIRT5 inh, ERp5 inh, miR-122 sensor, esBAF inh, ARNT TACC3 PPI, Cneo AK release
- COc1cccc(NC(=O)N[C@H]2CC[C@H](CC(=O)N3CCOCC3)O[C@@H]2CO)c1
  1, -1, 1, ., 0, 4, -3
- Cc1cc(NC(=O)CC(C)(C)C)nc2c1c(=O)oc1ccccc12
  19, 0, 1, ., 1, 2, 0
- CC(Oc1ccc(Cl)cc1)C(=O)Nc1cccc(S(=O)(=O)N2CCOCC2)c1 (stereo not drawn)
  1, 1, 1, ., -1, ., -2
- CCCCN(C)C(=O)C1CCN(c2ccc(S(=O)(=O)N3CCOCC3)cc2[N+](=O)[O-])CC1
  -8, 2, 2, -2, 0, 3, 2
- O=C(CNC(=O)c1cc(-c2ccccc2)nn1-c1ccccc1)Nc1ccccc1Br
  1, -1, -5, -1, -4, -6, -1
- CC1(C)CC(=O)C=C(NCCc2ccc(S(N)(=O)=O)cc2)C1
  ., ., ., -3, -4, -1, 2
- COc1ccc(C(=O)N[C@H](C(=O)NCCCSc2ccccc2)C(C)C)cc1
  7, -4, -4, -4, ., 4, 0
- CCCNC(=O)N(C)C[C@@H]1Oc2ncc(C#CCc3ccccc3)cc2C(=O)N([C@@H](C)CO)C[C@@H]1C
  17, 1, 4, 3[16.7 µM], 2, ., 97*
- O=C(NCC[C@H]1CC[C@H](NC(=O)C2CCOCC2)[C@@H](CO)O1)c1ccc(F)cc1
  3, 2, -4, ., -3, ., -3
- COc1ccc(OCC(=O)NNC(=O)c2cc3ccccc3o2)cc1
  ., 0, -4, -3, ., 3, 65
- Cc1nn(-c2ccccc2)nc1CNC(=O)C1CCC1
  -8, -3, -4, ., 3, -3, .
- Cc1c(NC(=O)C(C)N2C(=O)C3C4C=CC(C4)C3C2=O)c(=O)n(-c2ccccc2)n1C (stereo not drawn)
  -3, -4, 2, -5, -3, -11, -2
- Cc1ccc(C(c2nnnn2CC2CCCO2)N2CCN(C)CC2)cc1 (stereo not drawn)
  -9, -2, 3, 2, -14, -28, 1
- CCCCOC(=O)CCc1c(C)[nH]c(=S)[nH]c1=O
  4, -1, 1, ., 6, -11, 5
- CC(C)=C(c1ccc(Cl)cc1)c1c(N)ncnc1N
  4, ., -13, 3, 4, ., 2
- O=c1cc(-c2ccccc2)nc2cc(-c3ccc(Br)cc3)[nH]n12
  -26, 7, 5, 8, 35, 10, -1
- O=C(c1cc2ccccc2oc1=O)N1CCCN(C(=O)c2cc3ccccc3oc2=O)CC1
  9, 0, 2, -4, -5, -4, .
- COC(=O)c1ccc(NS(=O)(=O)c2ccc(-c3cc(C)no3)s2)cc1
  -6, -2, 1, -8, -1, 1, .
- Cc1ccccc1NC1=CC(=O)CC(C)(C)C1
  -35, ., ., 1, 5, -1, -1
- COc1cc2c(cc1OC)C(C)N(S(=O)(=O)c1cccs1)CC2 (stereo not drawn)
  24, 1, -6, 5, 7, 3, 0

Whole records as entered above. Values in the order: Statin myotox sup	SIRT5 inh	ERp5 inh	miR-122 sensor	esBAF inh	ARNT TACC3 PPI	Cneo AK release
Shown for `CC1(C)CC(=O)C=C(NCCc2ccc(S(N)(=O)=O)cc2)C1` → .	.	.	-3	-4	-1	2
Shown for `CC(C)=C(c1ccc(Cl)cc1)c1c(N)ncnc1N` → 4	.	-13	3	4	.	2
Shown for `COC(=O)c1ccc(NS(=O)(=O)c2ccc(-c3cc(C)no3)s2)cc1` → -6	-2	1	-8	-1	1	.

New compounds follow:
The line under a structure holds: Statin myotox sup, SIRT5 inh, ERp5 inh, miR-122 sensor, esBAF inh, ARNT TACC3 PPI, Cneo AK release
- COc1cc(C(=O)NCC(=O)N/N=C(/C)c2ccc3c(c2)CCCC3)cc(OC)c1OC
  1, -2, 7, -2, -8, 4, 0
- Cc1ccc(S(=O)(=O)N2[C@@H](c3cccc(Cl)c3)C(C(=O)O)=CC[C@H]2c2ccc(Cl)c(Cl)c2)cc1
  40, ., 3, 14, 3, -5, -1
- CN1C(=O)[C@H]2[C@@H](c3ccccc3)N[C@]3(CCCN(Cc4ccc(F)cc4)C3=O)[C@H]2C1=O
  17, -8, -1, -7, -1, ., 0
- O=C(C[C@@H]1CC[C@H]2[C@@H](COC[C@H](O)CN2Cc2ccccc2)O1)NCCc1ccccc1
  10, 0, 3, 3[16.7 µM], -4, -8, 3
- CCN(Cc1ccccc1)C(c1ccncc1)c1nnnn1C(C)(C)C (stereo not drawn)
  -10, ., ., -9, -5, -3, -2
- CCCCNC(=O)C1(C)CCN1C(=O)Cc1cccc2ccccc12 (stereo not drawn)
  1, ., 1, 1, 0, ., 1
- CCC(=O)Nc1ccc(N2CCN(C(=O)c3cccs3)CC2)cc1
  ., -3, 1, ., ., -3, .
- CCOC(=O)C1=CNS(=O)(=O)NC1c1ccc2ccccc2c1 (stereo not drawn)
  11, -1, 2, 2, 2, -3, -1
- CCCC(=O)Nc1ccc2c(c1)C(=O)N(C)C[C@H](OC)[C@@H](C)CN(Cc1ccc(-c3ccccn3)cc1)[C@@H](C)CO2
  -37, ., 5, ., 112*, 5, 0
- OC(CNc1ncnc2sccc12)c1ccccc1 (stereo not drawn)
  -4, -2, 4, -5, 17, -9, -2
- CC(C)c1ccc(S(=O)(=O)N2CCN(C(=O)C3CCCC3)CC2)cc1
  -1, ., 4, ., 2, 0, 0
- O=C(O)c1ccc(NC(=O)C2CCN(S(=O)(=O)c3ccc4c(c3)OCCO4)CC2)cc1
  3, 15, -1, -4, -2, ., 2
- c1ccc2cc(OCCN3CCCC3)ccc2c1
  -4, ., ., -2, 1, 1, 0
- CC(NC(=O)COc1cc(=O)n(C)c2ccccc12)c1ccc2c(c1)OCCO2 (stereo not drawn)
  0, ., ., -2, 0, -5, 4
- CSCCC(/C(O)=C(\C#N)c1nc2ccccc2[nH]1)N1C(=O)c2ccccc2C1=O (stereo not drawn)
  ., ., ., 2, 3, 3, 2
- COc1ccc(Nc2nccc(N(C)C)c2C#N)cc1
  ., -3, 3, 0, ., ., 7
- CN(C)CCCN(C(=O)c1ccc(Cl)s1)c1nc2cc3c(cc2s1)OCO3
  -2, -1, 0, 6, -1, 14, -2
- COc1ccc2c(c1)c1ncn(CCc3ccccc3)c(=O)c1n2C
  -1, ., ., 20, 0, 2, 1
- C=CC[C@H](CC(=O)N(CCO)Cc1ccccc1)C(=O)N[C@H](C)COC(=O)[C@@H](CC=C)Cc1ccc(F)cc1
  3, 3, 0, -5, 12, -2, 2
- Cc1[nH]c2ccccc2c1C(C[N+](=O)[O-])c1cccc(O)c1 (stereo not drawn)
  9, -2, 4, 3, 0, 10, .
- CC=Cc1ccc2n(c1=O)C[C@@H]1[C@@H](CO)[C@H](C(=O)NCc3cccc(OC)c3)N[C@H]21 (mixture of isomers)
  20, 2, 0, ., 1, 3, -3
- CCOc1ccc(/C=C/C(=O)Nc2cccc(C(C)=O)c2)cc1
  -48, ., ., -17, 59*, -11, .
- CC(=O)Nc1ccc(NC(=O)C(C)N2CCN(S(=O)(=O)c3ccc(C)cc3)CC2)cc1 (stereo not drawn)
  -5, -1, 2, 1, -1, -1, -1
- O=c1[nH][nH]c(C(F)(F)F)c1C=NCc1cccs1
  1, 2, 2, 0, 9, 3, -1
- COC(=O)C(Cc1ccc(O)cc1)NC(=O)CCNC(=O)c1ccco1 (stereo not drawn)
  4, 1, 1, 1, -1, -8, -1
- O=C(c1sc2ccccc2c1Cl)N1CCN(c2ccccc2F)CC1
  3, ., ., -1, 8, -2, 9
- CC1CN(c2nc3ccccn3c(=O)c2/C=C(\C#N)S(=O)(=O)c2ccccc2)CC(C)O1 (stereo not drawn)
  -10, ., ., -7, 2, ., 1
- Cc1ccc(C(=O)N2CCN=C2SCc2ccc([N+](=O)[O-])cc2)cc1
  ., -6, 6, ., ., 0, .
- Cc1cc(NC(C)C)n2c(nc3ccccc32)c1C#N
  9, -3, -1, -7, -4, -6, -2
- Cc1cccc(C)c1NC(=O)CNC(=O)c1ccc(COc2ccccc2)cc1
  4, 0, 5, 11, 5, -24, -1
- COc1ccccc1C1CC(c2cccc(NS(C)(=O)=O)c2)=NN1S(=O)(=O)c1ccccc1 (stereo not drawn)
  -10, 0, 1, ., 7, -1, -1
- CCOC(=O)CSc1nc(C)c(C(C)=O)cc1C#N
  0, ., ., -4, 7, -1, -2
- CCOC(=O)N1CCN(Cc2nc3cc(NC(C)=O)ccc3n2CC)CC1
  -2, 4, 1, -9, 2, 10, 1
- CCCS(=O)(=O)N1CCC(C(=O)N2CCCC2)CC1
  -16, ., ., ., -1, 5, 1
- O=C(NC1CCCCC1)[C@H]1N[C@H]2c3ccc(-c4cccc(F)c4)c(=O)n3C[C@H]2[C@@H]1CO
  8, -27, -1, ., 2, -3, -3
- CCCCNc1c(-c2ccc(SC(C)CC)c(OC)c2)nc2ccc(Cl)cn12 (stereo not drawn)
  -16, ., 4, 10, 11, -5, -3
- O=C(Cc1cc2ccccc2o1)NCc1ccc(F)cc1
  -10, -3, -3, 16, 7, ., 1
- CC(C)[C@H](NC(=O)c1ccccc1)C(=O)OCC(=O)N1CCN(C(=O)c2ccco2)CC1
  ., 0, -6, ., ., 8, .
- CC12CCC(C(=O)N(CSC(=S)N/N=C\c3ccccc3O)C1=O)C2(C)C (stereo not drawn)
  -12, ., ., -10, 22, 66*, -3
- Cc1ccc(C)c(NC(=S)/C(=C(\[O-])c2ccc(OC(F)F)cc2)[n+]2ccccc2)c1
  -1, -3, 3, 5, -2, 0, 2

Random excerpt: 4 compounds from above
The line under a structure holds: Statin myotox sup, SIRT5 inh, ERp5 inh, miR-122 sensor, esBAF inh, ARNT TACC3 PPI, Cneo AK release
- Cc1ccc(C(=O)N2CCN=C2SCc2ccc([N+](=O)[O-])cc2)cc1
  ., -6, 6, ., ., 0, .
- O=c1[nH][nH]c(C(F)(F)F)c1C=NCc1cccs1
  1, 2, 2, 0, 9, 3, -1
- CCCS(=O)(=O)N1CCC(C(=O)N2CCCC2)CC1
  -16, ., ., ., -1, 5, 1
- CC(C)[C@H](NC(=O)c1ccccc1)C(=O)OCC(=O)N1CCN(C(=O)c2ccco2)CC1
  ., 0, -6, ., ., 8, .

Next section.
The line under a structure holds: Statin myotox sup, SIRT5 inh, ERp5 inh, miR-122 sensor, esBAF inh, ARNT TACC3 PPI, Cneo AK release
- O=[N+]([O-])c1ccccc1S(=O)(=O)N1CCc2ccccc2C1
  ., 2, 0, 2, ., -1, .
- Cc1cnc(NS(=O)(=O)c2ccccc2)c(Br)c1
  ., -4, 0, ., ., -4, .
- Cn1nc([N+](=O)[O-])nc1Sc1nnnn1-c1ccc(C(=O)O)cc1
  ., 14, -7, ., ., 0, .
- COc1ccc(NC(=O)N(C)C[C@H]2Oc3ncc(C4=CCCC4)cc3C(=O)N([C@@H](C)CO)C[C@@H]2C)cc1
  ., -1, -9, -2[16.7 µM], -5, -12, 6
- C[C@@H]1CN([C@@H](C)CO)C(=O)c2cc(C#Cc3ccc(F)cc3)cnc2O[C@@H]1CN(C)C(=O)Nc1ccc(F)cc1
  12, -1, 10, 5[16.7 µM], ., 13, -5
- CCc1nn(CCCC(=O)NCc2ccc(C)cc2)c(=O)c2cc3occc3n12
  1, 0, 3, 0, -2, -3, 7
- CCCNC(=O)Nc1ccc2c(c1)C(=O)N(C)C[C@@H](OC)[C@H](C)CN(C(=O)CC)[C@H](C)CO2
  3, ., ., 2[16.7 µM], -9, -11, -2
- COc1ccc(NC(=O)c2cc(-c3cc(OC)c(OC)c(OC)c3)nc3ccccc23)cc1OC
  -6, 3, -1, -9, 5, 6, 1
- CC(=O)Nc1ccc(NC(=O)c2ccc(COc3ccccc3Br)o2)cc1
  -19, 0, 0, ., 8, -2, -2
- O=C(CN1CCCC1c1cccs1)Nc1cc(S(=O)(=O)N2CCCCC2)ccc1Cl (stereo not drawn)
  -10, -5, 4, -4, -27, -1, 0
